Coupling enz = qHTS Assay for Inhibitors of Fructose-1,6-bisphosphate Aldolase from Giardia Lamblia: Coupling assay counterscreen | activity change, negative = inhibition, % at 58.2 µM, hits read low | AID 2472, 2010 | coupling enzyme system counterscreen, AmpLite Red fluorescence | 0.67% of 290,000 active; in the data active means activity change below about -30%; further: on the % scale 0 is the no-effect control and ±100 the full control effect
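Counterscreen of the coupled detection system alone, without aldolase: glyceraldehyde-3-phosphate coupling enzymes plus AmpLite Red readout. Compounds at 57.5 uM final, 10 min RT preincubation, 20 min RT reaction, fluorescence 525/598 nm.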
uPA generation = qHTS for Inhibitors of Cell Surface uPA Generation | cell surface uPA generation assay, qHTS | Potency, µM (highest dose often 38.3 µM), for inactives: at the top dose activity change, negative = inhibition, actives largely listed as inhibitors | 0.31% of 330,000 active; active means well fitted inhibition curve with a large enough effect; inconclusive means small, poorly fitted or top-dose-only effect; inactive means no such curve, though single readings can be large or run the other way; tested in mouse RAW 264.7 cells; further: potency means the concentration at half of the fitted maximal effect; on the % scale 0 is the no-effect control and ±100 the full control effect; nearly all actives have a fitted effect of over 55% in size
RORg inh = qHTS for inhibitors of ROR gamma transcriptional activity | Nuclear receptor ROR-gamma (Mus musculus), P51450 | Drosophila S2 Gal4-RORgamma UAS-luciferase reporter, 20 h | Potency, µM (series often up to 53.6 µM), inactives show at the top dose activity change, negative = inhibition, most hits filed as inhibitors | 5.4% of 310,000 active; further: potency means the concentration at half of the fitted maximal effect; on the % scale 0 is the no-effect control and ±100 the full control effect; nearly all actives have a fitted effect of over 60% in size
Target sequence (P51450 whole entry, looked up, the tested form may be a part): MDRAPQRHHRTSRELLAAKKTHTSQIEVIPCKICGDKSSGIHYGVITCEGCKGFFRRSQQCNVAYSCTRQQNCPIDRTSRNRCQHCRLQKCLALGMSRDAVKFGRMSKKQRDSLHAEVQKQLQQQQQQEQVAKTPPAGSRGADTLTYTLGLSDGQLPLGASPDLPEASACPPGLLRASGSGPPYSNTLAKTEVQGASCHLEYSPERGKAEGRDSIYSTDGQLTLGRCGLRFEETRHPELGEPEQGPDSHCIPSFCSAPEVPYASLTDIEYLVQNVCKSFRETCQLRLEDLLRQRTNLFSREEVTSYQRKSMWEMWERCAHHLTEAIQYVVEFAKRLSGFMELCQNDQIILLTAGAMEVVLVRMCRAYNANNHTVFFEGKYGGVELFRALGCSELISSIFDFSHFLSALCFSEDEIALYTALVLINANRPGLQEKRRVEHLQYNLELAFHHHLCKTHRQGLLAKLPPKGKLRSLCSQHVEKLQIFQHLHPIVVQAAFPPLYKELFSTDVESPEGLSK
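Compounds are pin-transferred onto Drosophila Schneider cells expressing a copper-inducible Gal4–ROR gamma transactivation domain fusion. After 1 hr, copper sulfate is added to 700 uM final; luciferase is read 20 hr later.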
FLuc modulator = qHTS profiling assay for firefly luciferase inhibitor/activator using purifed enzyme and Km concentrations of substrates (counterscreen for miR-21 project); purified FLuc, Km substrates, luminescence inhibition; Potency, µM (top dose mostly 57.5 µM), for inactives: top-dose activity change, negative = inhibition, hits mostly inhibitors; AID 588342, 2011; 6.9% of 360,000 active;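 further: potency means the concentration at half of the fitted maximal effect; plate controls were vehicle for no effect and reference inhibitor for full effect; nearly all actives have a fitted effect of over 55% in size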
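Purified P. pyralis luciferase (10nM final) with 10uM D-luciferin and 10uM ATP (Km levels) in 50mM Tris acetate pH 7.5, 10mM Mg acetate, 0.01% Tween-20, 0.05% BSA; qHTS 6-point titration, ~60 µM downward; luminescence read.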
ELG1 genotox = qHTS screen for small molecules that induce genotoxicity in human embryonic kidney (HEK293T) cells expressing luciferase-tagged ELG1; AID 504466, 2011; Potency, µM (highest dose often 46 µM), for the others: at the top dose activity change, positive = activation, actives largely listed as activators; HEK293T ELG1-luciferase reporter, luminescence, 16 h; 1.3% of 330,000 active; further: potency means the concentration at half of the fitted maximal effect; % of control where 0% means no effect; nearly all actives have a fitted effect of over 60% in size
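Luminescence read-out: rising ELG1-luciferase signal, reflecting elevated ELG1 protein under genetic stress, flags genotoxic compounds. Cells were treated for 16 hr at 37 °C before ONE-Glo detection.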
Giardia killer = Small Molecules that selectively kill Giardia lamblia: qHTS; Giardia lamblia trophozoite viability; activity change, % at 7.66 µM, hits read low; AID 540267, 2011; 0.15% of 340,000 active; in the data active means activity change below about -80%; inconclusive means between about -30% and that limit;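 further: parasites exposed to compound for two days anaerobically before the ATP read; on the % scale 0 is the no-effect control and ±100 the full control effect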
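ATP-content bioluminescence gauges trophozoite survival. Cells (100/well) receive compound and incubate anaerobically for 48 hrs at 37 deg C; detection reagent follows for 15-30 min at room temperature.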
Rab9 prom act = qHTS Assay for Rab9 Promoter Activators | Potency, µM (highest dose often 9.22 µM), for the others: top-dose activation, negative = inhibition, usual class: activators | 2.8% of 320,000 active | Huh7 Rab9 promoter-luciferase reporter, luminescence, 24 h; further: potency means the concentration at half of the fitted maximal effect; % of control where 0% means no effect; nearly all actives have a fitted effect of over 60% in size
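Luciferase signal after 10 min detection reagent at ambient indicates Rab9 promoter upregulation; stably transfected Huh7 cells were treated 24 h with compound in DMSO at 37 °C, 5% CO2.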
NPC1 promoter act = qHTS Assay for NPC1 Promoter Activators | Huh7 NPC1 promoter luciferase reporter, 24 h | Potency, µM (highest dose often 9.22 µM), without a hit: at the highest dose activation, actives largely listed as activators | 2.4% of 320,000 active | AID 485313, 2010;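 further: potency means the concentration at half of the fitted maximal effect; % of control where 0% means no effect; nearly all actives have a fitted effect of over 60% in size; reporter is driven by a mutant NPC1 promoter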
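In 1536-well qHTS, Huh7 cells harboring an NPC1 promoter–luciferase construct received compound for 24 h; activation was quantified by luminescence following luciferase reagent addition.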
KCNH2 3.1 block = qHTS for Inhibitors of KCHN2 3.1: Mutant qHTS; AID 720553, 2013; Potassium voltage-gated channel subfamily H member 2, brain isoform KCNH2 3.1 (human); activity change, % (tested at about 1.8 µM); U2OS KCNH2 3.1, thallium flux FluxOr; stronger effect = lower value; 0.95% of 340,000 active;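 active means maximum activity change below -70%; inconclusive means maximum activity change from -70% to -50%; inactive means maximum activity change above -50%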;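 further: thallium influx rate constant from kinetic fluorescence after stimulation buffer; on the % scale 0 is the no-effect control and ±100 the full control effect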
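FluxOr-based Tl+ influx in U2OS cells transduced with KCNH2 3.1 virus; rate constants normalized to DMSO controls.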
Tb PFK block = qHTS Assay to Find Inhibitors of T. brucei phosphofructokinase | AID 485367, 2010 | Potency, µM (doses to about 57.5 µM), without a hit: at the highest dose activity, negative = inhibition, usual class: inhibitors | ATP-dependent 6-phosphofructokinase (Trypanosoma brucei brucei), O15648 | T. brucei PFK, ADP-Glo luminescence | 0.17% of 330,000 active;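 further: potency means the concentration at half of the fitted maximal effect; 0% = uninhibited 1x PFK enzyme wells and -100% = no-enzyme wells; nearly all actives have a fitted effect of over 60% in size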
Target sequence (O15648 whole entry, looked up): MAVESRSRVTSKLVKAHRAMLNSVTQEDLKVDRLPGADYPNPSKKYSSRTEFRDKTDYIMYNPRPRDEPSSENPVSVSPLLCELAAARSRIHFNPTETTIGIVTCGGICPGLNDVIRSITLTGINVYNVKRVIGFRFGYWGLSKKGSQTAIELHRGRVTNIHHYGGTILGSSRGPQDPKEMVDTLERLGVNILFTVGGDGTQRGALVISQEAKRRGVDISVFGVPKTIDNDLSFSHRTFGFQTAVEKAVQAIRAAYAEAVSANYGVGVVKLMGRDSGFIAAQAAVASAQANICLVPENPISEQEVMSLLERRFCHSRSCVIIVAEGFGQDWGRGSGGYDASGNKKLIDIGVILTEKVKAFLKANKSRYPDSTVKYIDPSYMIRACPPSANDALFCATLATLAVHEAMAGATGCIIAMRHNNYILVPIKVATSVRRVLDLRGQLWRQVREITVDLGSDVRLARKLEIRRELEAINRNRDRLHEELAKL
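Compounds were pin-transferred as a titration series up to 57 uM into substrate buffer (0.5 mM F6P, 0.1 mM ATP, pH 8.0), then 1.25 nM PFK was added and reactions ran 45 min before ADP-Glo detection.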
Gal4-VP16 FLuc = VP16 counterscreen qHTS for inhibitors of ROR gamma transcriptional activity | Drosophila S2 Gal4-VP16 UAS-luciferase, luminescence, 20 h | Potency, µM (top dose mostly 53.6 µM), for the others: at the top dose activity, negative = inhibition, most hits filed as inhibitors | 3.5% of 310,000 active | AID 2546, 2010;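 further: Gal4-VP16 expression switched on by copper sulfate through the metallothionein promoter; potency means the concentration at half of the fitted maximal effect; on the % scale 0 is the no-effect control and ±100 the full control effect; nearly all actives have a fitted effect of over 50% in size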
* = called active by the depositor. Unless noted, the call rests on the fitted dose curve; in most records, active means well fitted curve in the direction sought with a large enough effect; inconclusive means small, poorly fitted or top-dose-only effect, or another doubt; inactive means no such curve, though single readings can be large; an effect the other way counts as inactive or inconclusive.

Results for COc1ccc(-c2noc(CNS(=O)(=O)c3ccccc3)n2)cc1 ?
Coupling enz: 2.3; uPA generation: 0.4%; RORg inh: 22.6%; FLuc modulator: inconclusive; ELG1 genotox: inconclusive; Giardia killer: -4.6; Rab9 prom act: 15.3%; NPC1 promoter act: 13.9%; KCNH2 3.1 block: -9.2; Tb PFK block: -6.0%; Gal4-VP16 FLuc: -4.0%

How did CCCCOc1cccc(-c2nnc(NC(=O)CSc3ccc(C)cc3)s2)c1 do in these assays?
Coupling enz: 2.6; uPA generation: 2.3%; RORg inh: -25.5%; FLuc modulator: -1.7%; ELG1 genotox: 10.0%; Giardia killer: -5.3; Rab9 prom act: -2.0%; NPC1 promoter act: -2.3%; KCNH2 3.1 block: 3.5; Tb PFK block: -4.0%; Gal4-VP16 FLuc: -0.2%

How did Cc1cc(C)cc(NC(=S)N2CCN(c3ncc(C(F)(F)F)cc3Cl)CC2)c1 do in these assays?
Coupling enz: 2.4; uPA generation: 4.5%; RORg inh: 3.55µM*; FLuc modulator: 1.2%; ELG1 genotox: -0.4%; Giardia killer: 12.4; Rab9 prom act: 0.8%; NPC1 promoter act: -1.8%; KCNH2 3.1 block: 15.4; Tb PFK block: 0.7%; Gal4-VP16 FLuc: -25.7%

Results for Cn1cccc1C(=O)NCc1ccc(S(N)(=O)=O)cc1 ?
Coupling enz: 2.1; uPA generation: 2.1%; RORg inh: 0.7%; FLuc modulator: -0.4%; ELG1 genotox: -1.2%; Giardia killer: 6.7; Rab9 prom act: -1.6%; NPC1 promoter act: -4.9%; KCNH2 3.1 block: 5.7; Tb PFK block: -2.3%; Gal4-VP16 FLuc: -3.3%

How did CC(=O)Nc1cccc(C(=O)NCC2(N3CCCCC3)CCCCC2)c1 do in these assays?
Coupling enz: 2.4; uPA generation: -2.7%; RORg inh: -19.1%; FLuc modulator: -3.4%; ELG1 genotox: 3.4%; Giardia killer: -16.1; Rab9 prom act: -4.5%; NPC1 promoter act: -2.3%; KCNH2 3.1 block: 5.9; Tb PFK block: -4.7%; Gal4-VP16 FLuc: -5.5%

What do the screens show for `CCCCCN(C(=O)CCC(=O)OCc1cccc(C)c1)c1c(N)n(CCCC)c(=O)[nH]c1=O`?
uPA generation: -3.8%; FLuc modulator: -8.8%; ELG1 genotox: 3.1%; Giardia killer: -6.4; Rab9 prom act: -3.9%; NPC1 promoter act: 1.3%; KCNH2 3.1 block: -24.0; Tb PFK block: 0.1%

Results for COc1cccc(Oc2cn[nH]c2-c2ccc(OC)cc2O)c1 ?
Coupling enz: -12.7; uPA generation: -4.5%; RORg inh: 7.08µM*; FLuc modulator: 1.6%; ELG1 genotox: -3.2%; Giardia killer: 10.5; Rab9 prom act: -2.9%; NPC1 promoter act: -4.9%; KCNH2 3.1 block: -17.2; Tb PFK block: 0.0%; Gal4-VP16 FLuc: 12.6µM*

How did COc1ccccc1C(=O)N/C(=C/c1ccccc1)C(=O)NC(CCSC)C(=O)O (stereo not given) do in these assays?
Coupling enz: -0.2; uPA generation: 6.7%; RORg inh: 13.0%; FLuc modulator: 3.5%; ELG1 genotox: 2.4%; Giardia killer: 16.6; Rab9 prom act: -4.8%; NPC1 promoter act: -1.7%; KCNH2 3.1 block: 1.2; Tb PFK block: 0.0%; Gal4-VP16 FLuc: 0.5%

Results for Cc1cc(N/N=C/c2ccc(O)cc2)c2cccc(C)c2n1 ?
Coupling enz: -4.4; uPA generation: inconclusive; RORg inh: inconclusive; FLuc modulator: inconclusive; ELG1 genotox: 12.9%; Giardia killer: 4.7; Rab9 prom act: 5.7%; NPC1 promoter act: -0.6%; KCNH2 3.1 block: -36.0; Tb PFK block: -0.3%; Gal4-VP16 FLuc: 17.8µM*

Results for Cc1cccc(C(=O)N[C@H](C(=O)Nc2ccc(C)c(S(=O)(=O)N3CCOCC3)c2)C(C)C)c1 ?
uPA generation: -11.4%; ELG1 genotox: -1.0%; Giardia killer: 6.8; KCNH2 3.1 block: -13.0; Tb PFK block: 1.4%

How did O=C(NC(=S)Nc1ccc(Br)cn1)c1cccnc1 do in these assays?
Coupling enz: 2.6; uPA generation: -2.8%; RORg inh: 34.1%; FLuc modulator: -11.0%; ELG1 genotox: 9.6%; Giardia killer: -1.6; Rab9 prom act: inconclusive; NPC1 promoter act: inconclusive; KCNH2 3.1 block: 18.4; Tb PFK block: -9.9%; Gal4-VP16 FLuc: 3.8%

Results for COC(=O)C1=C(C)NC(C)=C(C(=O)OC)C1C1CC=CCC1 (stereo not given) ?
Coupling enz: -2.4; uPA generation: 0.8%; RORg inh: inconclusive; FLuc modulator: -3.3%; ELG1 genotox: 11.5%; Giardia killer: -3.8; Rab9 prom act: 2.8%; NPC1 promoter act: -8.1%; KCNH2 3.1 block: 1.8; Tb PFK block: 6.6%; Gal4-VP16 FLuc: -1.0%

How did Cc1ccccc1C(=O)NN1C(=O)CSC1=S do in these assays?
Coupling enz: 0.8; uPA generation: 1.4%; RORg inh: inconclusive; FLuc modulator: 1.5%; ELG1 genotox: 0.3%; Giardia killer: 9.6; Rab9 prom act: 0.4%; NPC1 promoter act: -3.3%; KCNH2 3.1 block: 4.6; Tb PFK block: 5.9%; Gal4-VP16 FLuc: -1.5%

What do the screens show for `CC(=O)N1c2ccc3ccccc3c2C(C)CC12CCCCC2` (stereo not given)?
Coupling enz: 3.3; uPA generation: 5.5%; RORg inh: -13.8%; FLuc modulator: 4.2%; ELG1 genotox: -8.5%; Giardia killer: 13.5; Rab9 prom act: -2.0%; NPC1 promoter act: -2.4%; KCNH2 3.1 block: 4.8; Tb PFK block: 4.1%; Gal4-VP16 FLuc: -0.5%

How did CN(C)C(=O)CCc1ccc2c3c([nH]c2c1)[C@]1(CCc2ccccc2)[C@@H](C(=O)N2CCCCC2)C[C@H](CC(=O)NC(C)(C)C)C(=O)N1CC3 do in these assays?
uPA generation: 2.9%; ELG1 genotox: -1.1%; Giardia killer: 2.0; KCNH2 3.1 block: -15.1; Tb PFK block: -1.3%

How did O=C(O)CNC(=O)c1ccc(OC(F)F)cc1 do in these assays?
Coupling enz: 0.3; uPA generation: 5.1%; RORg inh: -8.1%; FLuc modulator: -0.6%; ELG1 genotox: 0.0%; Giardia killer: 3.9; Rab9 prom act: 3.3%; NPC1 promoter act: -0.5%; KCNH2 3.1 block: -24.3; Tb PFK block: -0.8%; Gal4-VP16 FLuc: -3.5%

Results for O=C(CNCc1ccccc1Cl)Nc1cc(S(=O)(=O)N2CCOCC2)ccc1Cl ?
uPA generation: 3.2%; ELG1 genotox: -5.0%; Giardia killer: inconclusive; KCNH2 3.1 block: -19.4; Tb PFK block: -2.3%

Results for Cc1c(OCC(=O)NC2CC(C)(C)NC(C)(C)C2)ccc2c3c(c(=O)oc12)CCC3 ?
uPA generation: -16.8%; RORg inh: -3.8%; FLuc modulator: -2.6%; ELG1 genotox: 3.3%; Giardia killer: 0.6; Rab9 prom act: -3.6%; NPC1 promoter act: -10.7%; KCNH2 3.1 block: -38.4; Tb PFK block: 0.6%; Gal4-VP16 FLuc: -3.0%

Results for Cc1cc(C)nc(SCc2c(F)cccc2Cl)n1 ?
Coupling enz: 2.3; uPA generation: 2.7%; RORg inh: -12.7%; FLuc modulator: 1.0%; ELG1 genotox: 3.3%; Giardia killer: -12.5; Rab9 prom act: 0.0%; NPC1 promoter act: -4.7%; KCNH2 3.1 block: -10.6; Tb PFK block: -3.3%; Gal4-VP16 FLuc: -0.3%

How did COc1ccccc1N1CCN(S(=O)(=O)CCNC(=O)C2CCCCC2)CC1 do in these assays?
uPA generation: 11.2%; FLuc modulator: 8.3%; ELG1 genotox: -19.5%; Giardia killer: 5.4; Rab9 prom act: -4.7%; NPC1 promoter act: 7.6%; KCNH2 3.1 block: -5.7; Tb PFK block: -9.0%

What do the screens show for `CCc1ccc(-c2cc(C(=O)N/N=C/c3ccccn3)[nH]n2)cc1`?
Coupling enz: 0.5; uPA generation: -6.0%; RORg inh: 12.6µM*; FLuc modulator: 7.57µM*; ELG1 genotox: -5.3%; Giardia killer: 4.3; Rab9 prom act: 12.2%; NPC1 promoter act: 7.6%; KCNH2 3.1 block: inconclusive; Tb PFK block: -3.0%; Gal4-VP16 FLuc: inconclusive

How did O=S(=O)(Nc1ccc2nc(N3CCOCC3)sc2c1)c1ccccc1 do in these assays?
uPA generation: inconclusive; FLuc modulator: 21.3µM*; ELG1 genotox: inconclusive; Giardia killer: -5.7; Rab9 prom act: 2.82µM*; NPC1 promoter act: inconclusive; KCNH2 3.1 block: -26.7; Tb PFK block: -3.6%

How did Cc1ccc(C(=O)N2CCC3(CC2)Oc2ccc(F)cc2C(=O)C32CC(c3ccccc3)=NO2)s1 (stereo not given) do in these assays?
Coupling enz: 3.3; uPA generation: 16.1%; RORg inh: -4.2%; FLuc modulator: 4.2%; ELG1 genotox: -1.0%; Giardia killer: -10.7; Rab9 prom act: -9.9%; NPC1 promoter act: -10.6%; KCNH2 3.1 block: -2.5; Tb PFK block: -3.5%; Gal4-VP16 FLuc: 0.2%

Source: PubChem BioAssay
